# tuberculosis growth: growth inhibition of non-replicating M. tuberculosis (AID 488890); 320,000 tested, 0.39% active; Mycobacterium tuberculosis non-replicating, growth inhibition; higher % means a stronger effect; inhibition, % at 25 µM; hits with a dose series show IC50 in µM; in the data active = a potency from the dose series; inconclusive = inhibition mostly from about 82% at the one dose, without a potency; inactive = the rest, 99 in 100 with inhibition below about 76%;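 note: plate controls were DMSO cells for no effect and high antibiotic wells for full effect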
# VEEV TC-83 Vero: inhibitors of VEEV TC-83 cytopathic effect, confirmation, Vero cells (AID 588727); 350,000 tested, 0.13% active; inhibition, % at 20 µM, or IC50 in µM where a hit was titrated; Vero cells, VEEV TC-83 cytopathic effect inhibition; higher % means a stronger effect; in the data active = a potency from the dose series; inconclusive = inhibition mostly from about 14% at the one dose, without a potency; inactive = the rest, 99 in 100 with inhibition below about 12%; note: strong numbers were not always called active
# M. tuberculosis HTS: M. tuberculosis growth inhibition, HTS (AID 449762) | M. tuberculosis H37Rv growth inhibition, 7H9 media; higher % means a stronger effect | inhibition, % at 25 µM; hits with a dose series show IC50 in µM | 330,000 tested, 0.59% active; in the data active = a potency from the dose series; inconclusive = inhibition above about 70% without an active follow-up result;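 note: bacterial growth assessed after seven days of incubation; strong numbers were not always called active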
# influenza NS1A: H1N1 influenza NS1A inhibitors, functional cell based assay (AID 504329). one-dose inhibition, % at 12.5 µM; IC50 in µM for titrated hits. NS1A functional cell-based assay, percent inhibition; higher % means a stronger effect. 340,000 tested, 0.3% active; in the data active = a potency from the dose series; inconclusive = inhibition above about 27% without an active follow-up result; note: strong numbers were not always called active
# Salmonella PhoP GFP: PhoP regulon inhibitors, Salmonella typhi PhoP promoter GFP reporter, confirmatory (AID 1850); Salmonella Typhi PhoP-promoter GFP reporter, fluorescence, 4 h; higher % means a stronger effect; inhibition, % at 50 µM; hits with a dose series show IC50 in µM; 310,000 tested, 0.33% active; in the data active = a potency from the dose series; inconclusive = inhibition mostly from about 25% at the one dose, without a potency; inactive = the rest, 99 in 100 with inhibition below about 19%;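 note: 0% = induced wells with vehicle and 100% = uninduced wells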
# VEEV TC-83 Vero 10K pilot screen: recorded beside VEEV TC-83 Vero, whose call it bears; inhibition, %; measured here: 10K pilot screen inhibition
# An asterisk follows results filed as active; i = inactive; ? = inconclusive; . = not tested or not shown. Random draw from the library. Share with any hit: about 1.5%.
SMILES,tuberculosis growth,VEEV TC-83 Vero,M. tuberculosis HTS,influenza NS1A,Salmonella PhoP GFP,others
CCN1C[C@@H]2[C@@H]3C(=O)N(C)C(=O)[C@@H]3[C@](CC)(C1=O)N2C(=O)c1ccc(Cl)cc1,.,0.5%,.,10%,.,
O=C(COc1ccc(Cl)cc1)N(Cc1ccc(F)cc1)C1CCS(=O)(=O)C1 (stereo not drawn),9%,i,7%,2%,1%,
O=C(Nc1ccc(S(=O)(=O)N2CCOCC2)cc1)c1cccc([N+](=O)[O-])c1,16%,0.5%,-3%,-1%,-6%,
O=C(NC(Cc1ccccc1)C(=O)NCCc1ccccn1)c1ccccc1 (stereo not drawn),2%,i,4%,1%,1%,
COc1ccc(OC)c(NS(=O)(=O)c2ccc(SC)cc2)c1,3%,5.7%,-8%,9%,0%,
CC(C)(C)n1nnnc1CN1C2CCC1CC(NC(=O)Nc1ccccc1)C2 (stereo not drawn),11%,2.5%,3%,7%,-13%,
CCOc1ccc(S(=O)(=O)NCCC(=O)NCc2ccccn2)cc1,-6%,2.4%,-13%,1%,-10%,
CCOC(=O)c1c(NC(=O)C2CCCO2)sc(C)c1C (stereo not drawn),6%,0.5%,2%,-1%,11%,
O=C1CC(c2ccco2)CC(O)=C1C=Nc1cc(Cl)ccc1Cl (stereo not drawn),23%,0.3%,3%,-2%,-3%,
CN(C)/C=C/C(=C\C(=O)C(F)(F)F)Nc1ccc(C(F)(F)F)cc1,12%,3.6%,3%,-7%,-17%,
Cc1ccc(C(=O)Nc2ncnc3sc4c(c23)CCCCC4)cc1,61%,9.8%,?,6%,1%,
COc1ccc(NS(=O)(=O)c2cc3c4c(c2)C(C)C(=O)N4CCC3)cc1 (stereo not drawn),24%,2.6%,2%,1%,13%,
COc1ccc2[nH]cc(CCNC(=O)c3ccc([N+](=O)[O-])cc3)c2c1,10%,9.2%,1%,0%,12%,
CC(C)Cn1nc(-c2ccccc2)c2ccccc2c1=O,12%,i,10%,0%,4%,
COc1ccc(NC(=O)CN(C)C(=O)c2cc(S(=O)(=O)N3CCCCCC3)ccc2OC)cc1,5%,6.8%,-13%,1%,2%,
CC(C)Oc1ccc(C(CC(=O)NCc2ccco2)c2ccccc2)cc1 (stereo not drawn),8%,0.8%,-1%,-12%,-1%,
CC(NC(=O)CNC(=O)[C@@H]1Cc2ccccc2CN1)c1ccccc1 (stereo partly drawn),-1%,i,16%,13%,0%,
Cc1cccc(C(=O)Nc2ccc(CC(=O)O)cc2)c1,2%,0.8%,37%,-4%,-1%,
O=C(NC(C(=O)N/N=C/c1c2ccccc2cc2ccccc12)c1n[nH]c(=O)c2ccccc12)c1ccccc1 (stereo not drawn),30%,3.5%,?,5%,0%,
COc1ccc(NC(=O)c2csc(C)c2)cc1OC,-9%,1.9%,-8%,-9%,-1%,
CCCCc1nc(SCC(=O)Nc2cccc(Cl)c2)n[nH]1,55%,i,-1%,2%,2%,
CCc1ccccc1NC(=O)NNC(=O)CCc1ccccc1,-9%,1.1%,-10%,-3%,1%,
O=C(COc1cccnc1[N+](=O)[O-])Nc1cccc(S(=O)(=O)N2CCCCC2)c1,9%,i,3%,3%,-4%,
Cn1nc(C(F)(F)F)c(-c2ccccc2)c1NC(=O)CSCC(=O)O,-8%,1.0%,-4%,-3%,1%,
CC(=O)NN1C(=O)c2ccccc2NC1c1ccc(N(C)C)cc1 (stereo not drawn),8%,0.8%,4%,-3%,5%,
O=C(COC(=O)Cn1nnc(-c2ccccc2)n1)Nc1ccccc1Br,-1%,1.5%,2%,-25%,.,
COc1ccc(Oc2coc3cc(OC(=O)c4cccs4)ccc3c2=O)cc1,?,2.3%,9%,0%,-11%,
C=CCn1c(O)c(N=NC(=O)CNC(=O)Cc2ccccc2)c2ccccc21,-5%,3.3%,-6%,7%,-11%,
Cc1onc(-c2ccccc2Cl)c1C(=O)N1CCC(C)CC1,-13%,0.6%,-7%,1%,11%,
NC(=O)c1cc2cc([N+](=O)[O-])ccc2oc1=O,-22%,i,8%,-14%,-1%,
COc1ccc(CCNC(=O)CCC(=O)N2CCOc3ccc(C)cc32)cc1OC,-4%,i,-11%,1%,-5%,
CN(C)c1cccc(C(=O)N/N=C/c2ccoc2)c1,-7%,0.3%,-7%,-2%,6%,
COc1ccc(S(=O)(=O)N2CCC(C(=O)N3CCN(C)CC3)CC2)cc1OC,0%,0.1%,-4%,0%,0%,
Cc1ccc(S(=O)(=O)N(CCO)Cc2cc3ccc(C)c(C)c3[nH]c2=O)cc1,17%,2.2%,5%,-5%,-4%,
CCN(Cc1cc2cc(C)ccc2[nH]c1=O)C(=O)c1cccc([N+](=O)[O-])c1,14%,1.2%,5%,19%,17%,
CC(C)(C)NC(=O)C[C@H]1C[C@H](C(=O)N2CCCCC2)[C@@]2(CCc3ccccc3)c3[nH]c4cc(-c5ccco5)ccc4c3CCN2C1=O,.,i,.,-15%,.,
CCC(C)C(NC(=O)OCc1ccccc1)C(=O)NC(Cc1ccc(O)cc1)C(=O)OC (stereo not drawn),15%,0.1%,4%,10%,7%,
COc1ccc(C2OCC(C)([N+](=O)[O-])CO2)cc1 (stereo not drawn),.,0.5%,.,-2%,.,
COc1cc2c(cc1OC)C(C(=O)O)C(c1cc(Br)c(O)c(OC)c1)N(C)C2=O (stereo not drawn),-10%,1.3%,-3%,0%,0%,
COc1ccc(-c2nc(CSCC(=O)N3CCN(c4cccc(C)c4)C(C)C3)c(C)o2)cc1OC (stereo not drawn),41%,7.1%,22%,28%,-5%,
CCCCn1c(N)c(N(CCOC)C(=O)COC(=O)COc2ccccc2C#N)c(=O)[nH]c1=O,7%,3.0%,-1%,4%,-7%,
CSc1ccc(C2=CC(=O)C[C@H](c3ccc(F)cc3)C2)cc1,21%,2.5%,-1%,-12%,.,
COCCNCC1C(Oc2ccc(Cl)cc2)C(=O)N1c1ccccc1C (stereo not drawn),45%,i,2%,-3%,1%,
CCCCCCCCCCCC(=O)N/N=C/c1ccco1,-9%,i,48%,2%,-2%,
CCc1ccc(C2C3=C(CC(C)(C)CC3=O)Nc3c2c(=O)[nH]c2nc(C)nn32)cc1 (stereo not drawn),33%,0.1%,4%,1%,4%,
CCc1c(C)c2ccc(OCC(N)=O)cc2oc1=O,.,0.4%,4%,1%,0%,
Cc1ccc2oc(C(=O)Nc3nonc3C)c(C)c2c1,3%,i,3%,6%,-4%,
Cc1cc(C)n2nc(SCC(=O)Nc3ccccc3C)nc2n1,-11%,i,0%,11%,11%,
COC(=O)c1c(C)[nH]c(C)c1-c1ccccc1Cl,21%,0.3%,6%,-2%,11%,
Cc1cc(Nc2cccc(C(=O)O)c2)n2ncnc2n1,-17%,1.5%,0%,0%,-6%,
Nc1nc(-c2cc3c(cc2Cl)OCCO3)cs1,13%,0.4%,2%,-6%,-1%,
COc1cc(C2=CCN(C(C)=O)CC2)ccc1OC(C)=O,-7%,1.2%,-5%,-2%,0%,VEEV TC-83 Vero 10K pilot screen=0.6
Cc1ccccc1CC(=O)N1CCN(C(=O)c2ccco2)CC1,-15%,3.1%,-17%,-7%,-1%,
Cc1ccccc1NC(=O)CSc1nc2[nH]c(=O)cc(O)c2s1,.,3.5%,.,-11%,.,
CCCCc1ccc(Nc2nc(CCC)cc(=O)[nH]2)cc1,49%,0.6%,54%,0%,-6%,
O=S1(=O)CCC(NS(=O)(=O)c2cccc3cccnc23)C1 (stereo not drawn),-8%,0.1%,-3%,-6%,16%,
O=C(NCC1CCCO1)c1ccc2c(=O)n(CCc3ccccc3)c(=O)[nH]c2c1 (stereo not drawn),0%,6.5%,0%,5%,-6%,
COc1cc(NC(=O)c2cccc(C)c2)ccc1NC(=O)c1cc2ccccc2o1,-7%,0.1%,1%,-3%,8%,
O=C(O)CSc1nnc(COc2ccc([N+](=O)[O-])cc2)n1-c1ccccc1,-20%,i,4%,4%,10%,
COCCCNC(=O)[C@H](Cc1c[nH]c2ccccc12)NC(=O)OCc1ccccc1,-8%,0.4%,-1%,-8%,10%,

# (further entries)
SMILES,tuberculosis growth,VEEV TC-83 Vero,M. tuberculosis HTS,influenza NS1A,Salmonella PhoP GFP,others
COc1ccc(/C(N)=N/OC(=O)Cc2ccccc2[N+](=O)[O-])cc1,31%,1.7%,4%,4%,6%,
CSc1ccc(S(=O)(=O)NCC(=O)OCC(=O)N(Cc2ccccc2)C(C)C)cc1[N+](=O)[O-],18%,3.0%,-7%,4%,-1%,
Cc1cc(C(F)F)n2ncc(C(=O)O)c2n1,-1%,0.7%,-6%,-14%,0%,
Cc1ccc(/C(N)=N/OC(=O)c2ccco2)cc1,38%,6.6%,3%,-6%,-1%,
O=C(Oc1ccc2c3c(c(=O)oc2c1)CCC3)c1ccco1,74%,5.2%,?,-10%,-15%,
Cc1ccc(OCCOC(=O)c2sc(=S)n(C)c2C)cc1,6%,0.5%,-3%,6%,0%,
Cc1cc(OCCCN2CCCC2)ccc1Cl,2%,0.5%,6%,-1%,1%,
COc1ccc(-c2cc(C(=O)N3CCN(S(=O)(=O)c4ccc(C)cc4)CC3)[nH]n2)cc1,5%,0.1%,5%,8%,-9%,
CC(C)C(=O)Nc1cccc(NC(=O)c2cccc(Br)c2)c1,9%,i,-2%,5%,4%,
Cc1nn(Cc2ccc(F)cc2)c(Cl)c1/C=N/NC(=O)c1cccnc1,25%,2.0%,1%,4%,-6%,
CC1=C(C(=O)OCc2ccccc2)C(c2cccc3ccccc23)NC(=O)N1CCCC(=O)O (stereo not drawn),14%,0.2%,7%,-8%,0%,
Cc1snc(S(=O)(=O)/C(C#N)=N/Nc2cccc(C(F)(F)F)c2)c1C#N,7%,1.6%,0%,-2%,-22%,
Cc1noc(C)c1NC(=O)Nc1ccc2c(c1)C(=O)N([C@H](C)CO)C[C@H](C)[C@@H](CN(C)S(=O)(=O)c1cccs1)O2,11%,0.0%,-5%,14%,.,
Cc1cccn2c(=O)c3cc(C(=O)NC4CCCCC4)c(=N)n(CCN4CCOCC4)c3nc12,14%,i,1%,12%,1%,
O=C(Nc1nc2c(s1)CCCC2)c1cccs1,25%,i,-13%,-1%,12%,
Cc1nc(SCC(N)=O)[nH]c(=O)c1CCC(C)C,-2%,2.7%,7%,-14%,-2%,
COc1ccc(-c2noc3c2-c2nc(-c4ccccc4Cl)sc2CC3)cc1,-3%,3.6%,-3%,0%,-12%,
CCCCn1nc(C(=O)N(C)CC(=O)Nc2ccc(F)c(F)c2F)ccc1=O,-3%,2.1%,2%,-14%,.,
O=C(CCNC(=O)c1ccc([N+](=O)[O-])cc1)NC1CCCCCC1,78%,2.6%,3%,-4%,.,
COc1ccc(C2=CN(Cc3ccccc3)C(c3ccccc3)CC2=O)cc1 (stereo not drawn),13%,i,-2%,-1%,.,

# The final 3 compounds of the section above open the next one:
SMILES,tuberculosis growth,VEEV TC-83 Vero,M. tuberculosis HTS,influenza NS1A,Salmonella PhoP GFP,others
CCCCn1nc(C(=O)N(C)CC(=O)Nc2ccc(F)c(F)c2F)ccc1=O,-3%,2.1%,2%,-14%,.,
O=C(CCNC(=O)c1ccc([N+](=O)[O-])cc1)NC1CCCCCC1,78%,2.6%,3%,-4%,.,
COc1ccc(C2=CN(Cc3ccccc3)C(c3ccccc3)CC2=O)cc1 (stereo not drawn),13%,i,-2%,-1%,.,
O=c1cc(C=NNc2ccc([N+](=O)[O-])cc2)[nH]c(=O)[nH]1,.,1.8%,.,-13%,.,
O=C(NCCOC(=O)c1ccc([N+](=O)[O-])cc1)c1cccnc1,54%,0.3%,9%,-1%,3%,
O=C(NCc1cccc(Br)c1)c1cc(-c2ccccc2)nn1CC1CC(c2cccc([N+](=O)[O-])c2)=NO1 (stereo not drawn),3%,9.4%,4%,-1%,5%,
CCCCNC(=S)Nc1ccc(C(F)(F)F)cc1,?,i,0%,9%,-12%,
O=C(CCN1C(=O)c2ccccc2S1(=O)=O)Nc1ccc(F)c(F)c1F,-12%,3.5%,-8%,-2%,-5%,

# Compounds listed so far containing a tert-butyl group (2):
SMILES,tuberculosis growth,VEEV TC-83 Vero,M. tuberculosis HTS,influenza NS1A,Salmonella PhoP GFP,others
CC(C)(C)n1nnnc1CN1C2CCC1CC(NC(=O)Nc1ccccc1)C2 (stereo not drawn),11%,2.5%,3%,7%,-13%,
CC(C)(C)NC(=O)C[C@H]1C[C@H](C(=O)N2CCCCC2)[C@@]2(CCc3ccccc3)c3[nH]c4cc(-c5ccco5)ccc4c3CCN2C1=O,.,i,.,-15%,.,
